Source: PubChem
mcGAS lum: blocks mouse cGAS activity; Q8C6L5; recombinant cGAS, Kinase-Glo ATP depletion luminescence; inhibition, % at 12.5 µM; hit rate 0.15% among 160,000;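 also: 0% = negative control wells and 100% = reference inhibitor with no enzyme activity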
hcGAS lum: inhibitors of human cGAS. recombinant h-cGAS, ATP depletion, Kinase-Glo luminescence. inhibition, % at 12.5 µM. hit rate 0.081% among 290,000. Q8N884;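 also: 0% = vehicle reaction and 100% = reaction without DNA for no activity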
Target sequence (Q8N884 whole entry, looked up): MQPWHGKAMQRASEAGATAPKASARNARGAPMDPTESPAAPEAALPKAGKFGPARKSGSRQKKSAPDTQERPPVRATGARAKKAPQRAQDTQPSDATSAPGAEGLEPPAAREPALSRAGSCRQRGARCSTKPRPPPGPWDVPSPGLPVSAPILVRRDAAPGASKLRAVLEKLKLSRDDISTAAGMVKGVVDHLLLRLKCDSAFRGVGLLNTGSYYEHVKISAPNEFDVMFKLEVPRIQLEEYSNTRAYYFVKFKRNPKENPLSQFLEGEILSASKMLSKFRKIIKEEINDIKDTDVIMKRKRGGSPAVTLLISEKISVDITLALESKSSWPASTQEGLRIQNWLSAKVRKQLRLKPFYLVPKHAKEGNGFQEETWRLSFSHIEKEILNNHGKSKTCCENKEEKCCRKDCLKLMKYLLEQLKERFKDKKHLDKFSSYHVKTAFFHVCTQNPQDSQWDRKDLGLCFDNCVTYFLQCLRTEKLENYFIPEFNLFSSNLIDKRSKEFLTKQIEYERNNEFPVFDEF
NPYLR7 ag: activates Aedes aegypti NPYLR7 receptor. HEK293T NPYLR7/Galpha15, GCaMP6s calcium fluorescence. activation, % at 10 µM. hit rate 0.15% among 270,000. AID 1259423; in the data active = activation above about 40%;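 also: 0% = vehicle and 100% = reference agonist at the receptor; some compounds past the cut are filed as inactive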
Starred values were filed as active, the others as inactive; x = no result given; & = joins results of further samples. Rule as the data show it, unless noted: active = inhibition above about 40%; inactive = the rest.

#	molecule	mcGAS lum	hcGAS lum	NPYLR7 ag
1	CC1=NN(c2ccc(Cl)c(Cl)c2)C(=O)/C1=C/c1ccco1	0	-1	5
2	COCCN(CC(=O)N1CCc2sccc2C1c1ccc(Cl)cc1Cl)S(=O)(=O)c1ccc(Br)cc1 (centres undefined)	-7	-9	-5
3	CCOC(=O)c1sc(NC(=O)c2cc(Cl)cc(Cl)c2)nc1C	-7	-6	1
4	CC(=O)Nc1ccc(C(=O)OC(C)C(=O)N2CCc3ccccc3C2)s1 (centres undefined)	x	-11	13
5	COCCN(CC(=O)Nc1nc(CC(=O)NCCN2CCOCC2)cs1)C(=O)c1ccc(Cl)cc1Cl	-5	-10	4
6	Cc1ccn2c(NC(=O)C(C)C)c(-c3ccccc3C)nc2c1	-6	-3	-1
7	CCCn1c(C)cn2c3c(=O)n(Cc4cc(C)ccc4C)c(=O)n(C)c3nc12	-2	2	4
8	O=C(Cn1c(=O)n(-c2ccccc2F)c(=O)c2ccccc21)NCc1cccnc1	-7	-8	25
9	O=S(=O)(Oc1ccccc1F)c1ccc2c(c1)CCCC2	x	1	3
10	C=CCOC1C[C@](OCc2ccc(F)cc2)(C(=O)NCC(C)C)C[C@H]2OC(C)(C)O[C@@H]12 (some centres undefined)	-5	-12	19
11	CC(C)(C)NC(=O)C1C(=O)NC2(C)CC1c1ccccc1O2 (centres undefined)	x	-7	0
12	CCOCCC(=O)N1CCC(=O)N(Cc2ccc(F)cc2)C(C(C)C)C1 (centres undefined)	x	-3	7
13	CC(C)N(C(=O)CNc1ccc(-n2cnnn2)cc1)c1ccccc1	x	9	-7
14	C=CCN(CC(=O)N(Cc1ccc(F)cc1)Cc1ccc(C)s1)C(=O)Cc1ccccc1	0	1	4
15	COCCN1C(=O)N(C2Cc3ccccc3C2)C(=O)C12CCN(Cc1cn(C)c3ccccc13)CC2	-13	-6	17
16	Cc1nn(C)c(C)c1S(=O)(=O)NCc1nc(N2CCCC2)c2cc(Cl)ccc2n1	-12	-13	20
17	c1nc(NC2CCCCCC2)c2nc3n(c2n1)CCCCC3	x	1	6
18	COc1ccc(-n2c(SCc3cccc(C#N)c3)nnc2-c2ccccc2OC)cc1	-6	-4	19
19	CN(C)Cc1csc(Nc2ccc(C(F)(F)F)cn2)n1	-3	1	0
20	CCCCOC(=O)c1ccc(NC(=S)NC(=O)c2cncc(Br)c2)cc1	x	-1	3

Copied from the list.
Value of entry 8 in mcGAS lum: -7
Value of entry 4 in NPYLR7 ag: 13
Value of entry 17 in hcGAS lum: 1
Value of entry 14 in mcGAS lum: 0

New compounds follow.
#	molecule	mcGAS lum	hcGAS lum	NPYLR7 ag
21	Cc1ccc(C(C)NC(=O)NC2CCCc3c2cnn3CCO)o1 (centres undefined)	x	-7	-2
22	CCOC(=O)NCc1cc(C(=O)O)ccc1O	-8	-4	-13
23	COC(=O)[C@@H]1C[C@H](C(=O)NCCCn2cccn2)[C@H](c2cccc(Cl)c2)N1C	x	-4	12
24	CCOC(=O)C1(Cc2ccc(F)cc2F)CCCN(C(=O)c2cc3ccccc3cn2)C1 (centres undefined)	x	-5	22
25	Cc1ccc(C2NC(=O)N(C)C3=C2C(=O)N(Cc2ccc4c(c2)OCO4)C3)c(C)c1 (centres undefined)	-5	-6	22
26	Cc1nc2c(c(N3CCCCC3)n1)CN(C(=O)COc1ccc(Cl)cc1)CC2	-5	-1	10
27	Nc1ccc2c(c1)-c1ccccc1C2	-7	-3	1
28	COCCn1ccc(NC(=O)C(=O)NC(C)c2cc(C)ccc2OC)n1 (centres undefined)	x	1	-2
29	CCc1nn2c(=O)cc(CSc3nnc(Cc4cccs4)n3C3CC3)nc2s1	x	-6	4
30	O=c1oc2ccc(Cl)cc2cc1-c1nnc(Nc2ccccc2F)s1	-6	-5	-7
31	CCCOc1ccc(Cl)cc1NC(=O)N1CCC1	x	-8	8
32	COc1ncccc1C1CC(=O)NCc2nc3sccn3c21 (centres undefined)	-9	-9	17
33	CC(c1cccnc1)N(C)C(=O)c1cc2n(n1)CCN(Cc1ccccc1)C2 (centres undefined)	0	1	-12
34	Cc1ccc(C2=NOC(CN(Cc3ccccc3Cl)C(=O)C3CC3)C2)cc1 (centres undefined)	-6	-6	19
35	Cn1cc(S(=O)(=O)NC(c2ccc(F)cc2)c2cccnc2)cn1 (centres undefined)	x	4	2
36	O=C(NCCCNC(=O)[C@H]1CCCN1S(=O)(=O)c1cc(Cl)ccc1Cl)c1ccccc1	-8	-4	14
37	Cc1cc(C)nc(-n2nc(C)c3c2CC(/C=C/c2ccccc2)CC3=O)n1 (centres undefined)	x	-4	5
38	CCOC(=O)N1CCN(C(=O)c2cc(-c3ccc(OC)cc3)n(-c3ccccc3F)c2C)CC1	-5	-9	0
39	COc1ccc2sc(Nc3ccccc3C#N)nc2c1	x	-3	-3
40	O=C(c1ccc(F)cc1)N1CCN(S(=O)(=O)c2ccc3c(c2)CCCC3)CC1	-1	-1	4

Going on with the list:
#	molecule	mcGAS lum	hcGAS lum	NPYLR7 ag
41	Cc1nc2c(OCc3ccccc3)cccn2c1N(C)C(=O)C1CCCCC1	-4	-7	32
42	Cc1ccc(C(=O)NC2(C#N)CCC3(CC2)OCCO3)cc1Cl	x	0	-1
43	COc1ccccc1Nc1ncc(-c2cccs2)s1	1	5	8
44	COCc1nc(-c2cccc(CN3CCN(C(=O)c4cnc5ccccc5c4)CC3)c2)no1	-5	-6	18
45	Cc1ccc(CNc2oc(-c3ccc(S(=O)(=O)N4CCC(C)CC4)cc3)nc2C#N)cc1	-9	-8	-1
46	COCCNC(=O)c1csc(COc2cccc(C(F)(F)F)c2)n1	-3	-3	8
47	Cc1ccc(S(=O)(=O)NC(=O)CCc2cscn2)c(F)c1	x	-5	6
48	N#CC1(C#N)[C@@H](C(=O)c2ccccc2)C12CCOCC2	x	-5	6
49	CCCCCNC(=O)c1csc(CN(CCOC)C(=O)Nc2ccccc2F)n1	-5	-10	8
50	COc1cc(OC)c2c(c1)C(=O)NN1C(=O)OC(C)(C)C21C (centres undefined)	x	7	-3
51	CC1CN(CC(=O)Nc2ccc(CN3CCOCC3)cc2)CC(C)O1 (centres undefined)	-8	-8	7
52	CCc1nc2ccc(C(=O)NCCC(C)C)cn2c1N(CC)CCN(C)C	-3	-3	19
53	FC(F)(F)CCc1ccnc(N2CCN(C3CCSCC3)CC2)n1	-10	-7	8
54	COc1ccc(C(=O)Nc2ccc(N3CCc4ccccc4C3)c(C(=O)NCC(C)C)c2)cc1	-3	-3	9
55	N#Cc1ccccc1CSC1=NCCS1	-5	-5	1
56	Cc1ccc(C2=CSC3=NS(=O)(=O)CCN23)cc1	x	-1	0
57	O=C(CCC1CCN(C(=O)C2(c3ccccc3)CCCCC2)CC1)NC1CC1	x	-6	5
58	Cc1ccccc1C(=O)Nc1cccc(-c2ccc(=O)n(C)n2)c1	-8	-10	-3
59	Cc1cnc(-n2cnnc2)c(-c2cccc(C(C)N3CCCC3)c2)c1 (centres undefined)	x	-5	-2
60	Cc1cc(C)cc(C(=O)Nn2cnnc2)c1	x	-6	1

Carrying on:
#	molecule	mcGAS lum	hcGAS lum	NPYLR7 ag
61	CC(C)c1noc(-c2ccc(N3CCN(CC4CC4)CC3)nc2)n1	x	-5	3
62	Cc1cc(=O)n2[nH]c(SCC(=O)N(Cc3ncccc3C)C(C)C)nc2n1	x	-5	14
63	CC1(C(=O)NS(=O)(=O)Cc2ccccc2)CCN1C(=O)CC1CC1 (centres undefined)	x	-8	1
64	CCn1c(C2CCCNC2)nn(Cc2ccc(Cl)s2)c1=O (centres undefined)	x	0	8
65	CC(C)c1ccc(NC2CCCN(c3nc(C(N)=O)cs3)C2)cc1 (centres undefined)	-11	-6	3
66	COc1ccc(S(=O)(=O)N2CCN(c3ccc(C)c(Cl)c3)CC2)cc1OC	x	-5	2
67	CC(C)c1ccc(CC2(C)C(=O)Nc3ccc(S(=O)(=O)NC4CCCCC4)cc32)cc1 (centres undefined)	x	-1	1
68	CC(=O)Nc1ccc2nc(NC(=O)c3nn(C)cc3[N+](=O)[O-])sc2c1	2	1	-8
69	CC(C)(C(=O)N1CCC1(C)C(=O)NS(=O)(=O)c1cccc(F)c1)c1ccccc1 (centres undefined)	-3	-5	-7
70	CC1(C(=O)NCCc2nc3ccccc3c(=O)[nH]2)CCCCO1 (centres undefined)	x	-2	30
71	S=c1[nH]nc(NCc2ccco2)s1	x	-2	1
72	Cc1ccccc1-n1c(Cc2ccccc2)nnc1SCCCCC(=O)NCCc1ccc(Cl)cc1Cl	-3	-4	-1
73	Cc1nc2nc(C3CCCCC3)nn2c(C)c1CC(=O)N1CCCCCC1	-5	-9	x
74	Cc1c(C(=O)CSc2n[nH]c(COc3ccccc3)n2)c(=O)n(-c2ccccc2)n1C	x	3	6
75	CCCN[C@H]1CCc2nc(N)sc2C1	x	-5&-5&-1	-10&3&-8
76	N#Cc1ccc(OS(=O)(=O)c2cccc(F)c2)cc1	x	-8	3
77	CN(CC(=O)N1CCCC1)C(=O)/C=C/c1cccc2ccccc12	-6	-2	9
78	COc1ccc(NC(=O)c2cc(-c3ccc(F)cc3OC(C)C)n[nH]2)cn1	-7	-9	-1
79	O=c1c(Oc2ccccc2Br)coc2c3c(ccc12)OCN(C1CCS(=O)(=O)C1)C3 (centres undefined)	-7	0	3
80	COc1ccccc1C(C)CC(=O)NCC1(C(O)c2ccccc2)CC1 (centres undefined)	x	-9	2

Some of the entries so far, field by field:
[74] Cc1c(C(=O)CSc2n[nH]c(COc3ccccc3)n2)c(=O)n(-c2ccccc2)n1C
  mcGAS lum: x
  hcGAS lum: 3
  NPYLR7 ag: 6
[75] CCCN[C@H]1CCc2nc(N)sc2C1
  mcGAS lum: x
  hcGAS lum: -5&-5&-1
  NPYLR7 ag: -10&3&-8
[76] N#Cc1ccc(OS(=O)(=O)c2cccc(F)c2)cc1
  mcGAS lum: x
  hcGAS lum: -8
  NPYLR7 ag: 3

A second format for part of the listing above:
63) CC1(C(=O)NS(=O)(=O)Cc2ccccc2)CCN1C(=O)CC1CC1 (centres undefined)
64) CCn1c(C2CCCNC2)nn(Cc2ccc(Cl)s2)c1=O (centres undefined)
65) CC(C)c1ccc(NC2CCCN(c3nc(C(N)=O)cs3)C2)cc1 (centres undefined)
66) COc1ccc(S(=O)(=O)N2CCN(c3ccc(C)c(Cl)c3)CC2)cc1OC
67) CC(C)c1ccc(CC2(C)C(=O)Nc3ccc(S(=O)(=O)NC4CCCCC4)cc32)cc1 (centres undefined)
Assay by compound,63,64,65,66,67
mcGAS lum,x,x,-11,x,x
hcGAS lum,-8,0,-6,-5,-1
NPYLR7 ag,1,8,3,2,1

Other structures:
#	molecule	mcGAS lum	hcGAS lum	NPYLR7 ag
81	NC(=O)CNC(c1ccccc1)c1ccc(OC(F)F)cc1 (centres undefined)	x	8	-8
82	CCOc1ncnc2c1sc1nc(N3CCOCC3)c3c(c12)CCCC3	x	-8	3
83	COc1cccc2sc(N(Cc3cccnc3)C(=O)c3ccc(Br)s3)nc12	-8	-4	-4
84	O=C(NCc1ccccc1)c1cc(C2CCCCN2C(=O)OCCF)on1 (centres undefined)	-6	-10	5
85	COc1ccc(C(=O)N2C(C(=O)O)COC23CCN(C(=O)c2ccco2)CC3)cc1 (centres undefined)	-4	-3	10
86	COc1cccc(NC(=O)Cn2ncn3nc4c(c3c2=O)CCCC4)c1	-8	-3	-2
